Bioassay records: PubChem, several laboratories
GPR55 beta-arrestin: GPR55 agonists via beta-arrestin recruitment, primary screen, imaging, U2OS cells, beta-arrestin-GFP redistribution (AID 1961) | activation, % at 10 µM, or EC50 in µM where a hit was titrated | 290,000 tested, 0.048% active | U2OS GPR55 beta-arrestin-GFP redistribution imaging; higher % means a stronger effect;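 active = activation above 40% with more than 50 cells counted in the well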;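 also: U2OS osteosarcoma cells stably expressing GPR55 and beta-arrestin-GFP; plate controls were DMSO negative control for no effect and LPI positive control for full effect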
MgcRacGAP inhibition: MgcRacGAP GTPase-activating activity inhibitors, confirmation, biochemical, ADP Hunter fluorescence; inhibition, % at 30 µM, or IC50 in µM where a hit was titrated; MgcRacGAP-stimulated Rac1 GTP hydrolysis, ADP Hunter fluorescence; higher % means a stronger effect; GST-tagged Rac1 F28L mutant substrate; 340,000 tested, 0.6% active;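 active = first-screen hits whose inhibition reached a set limit at any dose in the follow-up dose series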;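 also: fluorescence reports GDP produced by GAP-driven GTP hydrolysis; strong numbers were not always called active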
SV40 large T antigen: SV40 large T antigen inhibitors, biochemical (AID 1903); one-dose inhibition, % at 20 µM; IC50 in µM for titrated hits; SV40 large T antigen ATPase/helicase inhibition assay; higher % means a stronger effect; 310,000 tested, 0.39% active; in the data active = a potency from the dose series; also: strong numbers were not always called active
GPR35 antagonists: GPR35 antagonists blocking zaprinast-driven arrestin recruitment, primary screen, imaging, U2OS, beta-arrestin-GFP, zaprinast agonist (AID 2058). U2OS GPR35 beta-arrestin-GFP translocation imaging, zaprinast antagonism; higher % means a stronger effect. one-dose inhibition, % at 10 µM; IC50 in µM for titrated hits. 290,000 tested, 0.052% active;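 active = inhibition of at least 50% with at least 30 cells and total cytoplasm GFP at most 10,000,000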
GPR55 antagonists: GPR55 antagonists blocking LPI-driven arrestin recruitment, primary screen, imaging, U2OS, beta-arrestin-GFP, LPI agonist (AID 2013); U2OS GPR55 beta-arrestin-GFP translocation imaging, LPI antagonism; higher % means a stronger effect; 290,000 tested, 0.13% active; one-dose inhibition, % at 10 µM; IC50 in µM for titrated hits;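 active = spots per cell inhibited over 60%, with over 100 cells counted and total cytoplasm intensity under 500,000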;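 also: U2OS cells stably carrying GPR55 and arrestin-GFP stimulated by 5 µM LPI near EC80; imaged beta-arrestin-GFP aggregate spots per cell after agonist stimulation; plate controls were LPI-stimulated DMSO wells for no effect and DMSO wells without LPI for full effect; some results filed as inactive read as strong as hits; confirmed hits need IC50 under 10 µM and bright autofluorescent wells are also inconclusive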
NTR1 ag: NTR1-driven beta-arrestin-GFP spot formation – imaging, U2OS cells, high content, primary screen (AID 493036). agonist mode. activation, % at 20 µM. 330,000 tested, 0.17% active;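 active = activation at or above 40% of the spot to cytoplasm intensity ratio, with at least 20 cells analyzed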;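 also: 0% = DMSO without peptide and 100% = 100 nM NTR1 peptide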
Target sequence (P30989 whole entry, looked up): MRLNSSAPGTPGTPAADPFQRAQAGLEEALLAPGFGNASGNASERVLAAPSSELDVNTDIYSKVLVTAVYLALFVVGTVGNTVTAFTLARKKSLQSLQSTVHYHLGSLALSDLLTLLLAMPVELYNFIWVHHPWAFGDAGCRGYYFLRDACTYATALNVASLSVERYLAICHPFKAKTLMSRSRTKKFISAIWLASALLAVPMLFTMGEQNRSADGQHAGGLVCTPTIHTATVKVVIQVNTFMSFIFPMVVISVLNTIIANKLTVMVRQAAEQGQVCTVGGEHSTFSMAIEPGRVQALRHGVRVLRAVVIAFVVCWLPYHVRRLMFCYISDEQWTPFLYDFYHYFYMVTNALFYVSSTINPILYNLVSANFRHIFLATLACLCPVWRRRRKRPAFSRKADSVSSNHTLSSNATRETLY
T cell modulator: modulates CD8 T cell binding to vesicles; 2C CD8+ T cell-vesicle binding, flow cytometry; active compounds read low; calls only at 7 µM; 330,000 tested, 0.068% active;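 active = response, share of CD8 T cells binding vesicles, and their 90th percentile fluorescence all below set limits, cut at about 80% in these data, passing the limit was not always enough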
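Also added: QL9-peptide-loaded Drosophila micro-vesicles bearing Ld, ICAM-1 and B7-1; Test system: purified 2C TCR transgenic mouse naive CD8+ T cells; Measured by: cytometric PE anti-B7-1 and Alexa647 anti-CD8 signals after 1% paraformaldehyde fixation; Timing: binding step 1.5 h, 37 °C, antibody labelling 20 min, ice.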
Lipid droplet: modulators of hepatic lipid droplet formation; inhibition, % at 6.5 µM; AML12 mouse hepatocytes, oleate lipid droplets, BODIPY imaging; 240,000 tested, 0.4% active; AID 1656;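 active = lipid droplet intensity inhibited by at least 50%, with more than 500 cells counted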
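Material – mouse AML12 hepatocyte cell line, fixed after treatment · Compound dosing – one dose, 6.5 µM compound · Times – compound with oleate, overnight · Measured by – Image-based BODIPY and DAPI two-channel analysis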
LYP inhibition: PTPN22 lymphoid phosphatase activity blockers – biochemical, fluorescence intensity, uHTS (AID 1779); 290,000 tested, 0.054% active; recombinant LYP phosphatase, fluorescence intensity; higher % means a stronger effect; one-dose inhibition, % at 11.5 µM; IC50 in µM for titrated hits; in the data active = inhibition above about 50%;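 also: plate controls were vehicle with enzyme for no effect and no enzyme for full effect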
Lipid droplet cells 6.5 µM: recorded beside Lipid droplet, whose call it bears; cell count; measured here: cell count, cytotoxicity flag;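 cells counted across two imaged fields per well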
T cell modulator vesicle-bound %: also measured in T cell modulator; calls as there; double positive events, %; measured here: CD8+ vesicle-bound cell fraction;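 binding gate set so that unloaded-vesicle control wells show 10% double positive cells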
NTR1 ag cell count 20 µM: recorded beside NTR1 ag, whose call it bears; cell count; measured here: cell count, cytotoxicity flag
* hit, by the source's call; i = inactive; . = no result given; & = joins results of further samples.

The line under a structure holds: GPR55 beta-arrestin	MgcRacGAP inhibition	SV40 large T antigen	GPR35 antagonists	GPR55 antagonists	NTR1 ag	NTR1 ag cell count 20 µM	T cell modulator	T cell modulator vesicle-bound %	Lipid droplet	Lipid droplet cells 6.5 µM	LYP inhibition
#1 Cc1cccc(OCC(=O)NC2CCCCCC2)c1C
 : -0.1%	2%	-4%	-3%	-20%	1.9	62	i	21	3	723	-6%
#2 N#Cc1cc(-c2ccccc2)nc(N2CCNCC2)n1
 : 0.8%	4%	8%	7%	17%	2.4	51	i	16	2	647	-9%
#3 CCCCOCCCNC(=O)COc1ccccc1
 : -0.1%	-4%	1%	28%	7%	2.4	61	i	20	-2	640	2%
#4 Cc1ccc(C(=O)NCCCNC(=O)c2ccco2)cc1
 : -0.2%	4%	0%	8%	10%	-1.7	35	i	20	-16	738	-11%
#5 COc1ccc2c(c1)c(C(C)=O)c(C)n2-c1ccccc1
 : -0.1%	6%	11%	12%	15%	2.6	53	i	28	-4	815	-10%
#6 CN(CC(=O)NNC(=O)c1cccnc1)S(=O)(=O)c1cc(Cl)ccc1Cl
 : -0.1%	4%	9%	9%	-4%	0.0	51	i	51	13	683	-2%
#7 CC(c1ccco1)N(C(=O)c1ccc(S(=O)(=O)N2CCCCC2)cc1)c1ccccn1 (centres undefined)
 : 0.3%	4%	3%	5%	2%	-3.6	96	i	43	-8	719	-5%
#8 COCCCN(C(=O)c1cc2c(s1)CCCCC2)c1c(N)n(Cc2ccccc2)c(=O)[nH]c1=O
 : .	1%	16%	.	.	0.5	60	i	8	.	.	.
#9 O=C(CCC(=O)Nc1ccc(Br)cc1)N/N=C/c1cc([N+](=O)[O-])ccc1O
 : -0.2%	4%	7%	6%	8%	5.4	66	i	56	-4	639	-8%
#10 CN1CCN(C(=O)c2cnn(-c3ccccc3)c2NC(=O)c2ccc(Br)cc2)CC1
 : 0.2%	-2%	14%	-2%	-3%	-0.3	45	i	16	-6	710	-7%

The line under a structure holds: GPR55 beta-arrestin	MgcRacGAP inhibition	SV40 large T antigen	GPR35 antagonists	GPR55 antagonists	NTR1 ag	NTR1 ag cell count 20 µM	T cell modulator	T cell modulator vesicle-bound %	Lipid droplet	Lipid droplet cells 6.5 µM	LYP inhibition
#11 O=C(NCCS(=O)(=O)N1CCN(c2ccccc2F)CC1)c1ccc(Br)cc1
 : -0.1%	-3%	9%	-18%	6%	-0.7	68	i	31	-6	625	-12%
#12 CC(C)(C)NC(=O)NC12CC3CC(CC(C3)C1)C2
 : 0.1%	5%	5%	-12%	9%	0.2	34	i	30	4	694	-1%
#13 COCCN(C(=O)c1snc(C(N)=O)c1N)C(C(=O)NC1CCCCC1)c1ccc(F)cc1 (centres undefined)
 : 0.0%	10%	7%	-6%	4%	1.0	48	i	22	0	822	-5%
#14 COc1ccc2c(c1)c(N=O)c(O)n2C
 : -0.1%	7%	6%	1%	2%	0.7	38	i	58	-5	762	-3%
#15 CCC(OC(=O)CN1C(=O)c2ccccc2C1=O)C(=O)NC1CCCC1 (centres undefined)
 : -0.4%	10%	10%	8%	-2%	-0.3	55	i	46	-6	737	-2%
#16 O=C(c1cccc(N2CCCC2=O)c1)N1CCN(c2cccc(Cl)c2)CC1
 : -0.2%	-18%	3%	7%	-14%	0.0	50	i	26	-12	722	-5%
#17 Cc1csc2c(=O)n(CCO)c(=O)[nH]c12
 : -0.2%	.	9%	10%	6%	-0.6	62	i	37	7	728	-8%
#18 CCCCn1c(-c2nn(C)c(C)c2Cl)n[nH]c1=S
 : 0.0%	12%	-3%	12%	10%	0.2	46	i	44	.	.	-5%
#19 COc1ccc(/C(N)=N/OC(=O)Cc2ccc(OC)c(OC)c2)cc1
 : 0.0%	-1%	2%	-7%	-4%	-0.3	64	i	62	.	.	-3%
#20 Nc1nonc1-c1nc2ccccc2n1CC(=O)N1CCN(c2ccc(F)cc2)CC1
 : -0.1%	-4%	4%	-6%	-8%	1.9	68	i	6	2	669	6%

The line under a structure holds: GPR55 beta-arrestin	MgcRacGAP inhibition	SV40 large T antigen	GPR35 antagonists	GPR55 antagonists	NTR1 ag	NTR1 ag cell count 20 µM	T cell modulator	T cell modulator vesicle-bound %	Lipid droplet	Lipid droplet cells 6.5 µM	LYP inhibition
#21 CCC(C)NC(=O)C1c2ccccc2C(=O)N(c2ccc(OC)cc2)C1c1ccc(OC)cc1 (centres undefined)
 : -0.1%	5%	8%	-7%	7%	2.8	67	i	16	1	777	-2%
#22 Cc1ccc2c(c1)-c1c(ssc1=S)C(C)(C)N2C(=O)CN1C(=O)c2ccccc2C1=O
 : 0.0%	-2%	-1%	15%	24%	-0.9	66	i	51	.	.	1%
#23 CCc1nnc(NC(=O)C2CCN(c3cnccn3)CC2)s1
 : -0.1%	0%	19%	10%	-1%	-0.3	91	i	48	.	.	-9%
#24 CCCn1nnc2c(=O)oc3ccccc3c21
 : -0.1%	2%	5%	-7%	-1%	3.2	61	i	26	14	573	-6%
#25 CCOC(=O)Cn1c(=O)c2c(nc(N3CCCCC3)n2C)n(C)c1=O
 : -0.2%	13%	3%	-16%	11%	0.6	49	i	6	.	.	-7%
#26 CC(C)Cn1c(=O)c2sccc2n2c(CCCC(=O)N3CCC(N4CCCCC4)CC3)nnc12
 : -0.1%	12%	12%	-15%	-1%	0.3	62	i	43	-17	752	-10%
#27 O=C(NCc1ccc2c(c1)OCO2)C1CC(=O)N(CCc2ccc(F)cc2)C1 (centres undefined)
 : -0.2%	6%	5%	-15%	4%	0.1	43	i	26	-6	754	-9%
#28 COc1cccc(C2Nc3c(F)cc(Br)cc3C3C=CCC32)c1OC (centres undefined)
 : -0.2%	6%	6%	-11%	-2%	4.9	57	i	11	4	753	1%
#29 COc1ccc(/C=C(/NC(=O)c2ccco2)C(=O)NCc2ccco2)cc1OC
 : -0.1%	2%	0%	1%	4%	0.6	38	i	57	0	845	3%
#30 Cc1nc2scc(-c3cccs3)c2c(=O)n1N
 : 0.7%	6%	5%	4%	-2%	-1.5	59	i	42	4	700	1%

Random excerpt: 2 records from the list
The line under a structure holds: GPR55 beta-arrestin	MgcRacGAP inhibition	SV40 large T antigen	GPR35 antagonists	GPR55 antagonists	NTR1 ag	NTR1 ag cell count 20 µM	T cell modulator	T cell modulator vesicle-bound %	Lipid droplet	Lipid droplet cells 6.5 µM	LYP inhibition
#5 COc1ccc2c(c1)c(C(C)=O)c(C)n2-c1ccccc1
 : -0.1%	6%	11%	12%	15%	2.6	53	i	28	-4	815	-10%
#25 CCOC(=O)Cn1c(=O)c2c(nc(N3CCCCC3)n2C)n(C)c1=O
 : -0.2%	13%	3%	-16%	11%	0.6	49	i	6	.	.	-7%

Further compounds.
The line under a structure holds: GPR55 beta-arrestin	MgcRacGAP inhibition	SV40 large T antigen	GPR35 antagonists	GPR55 antagonists	NTR1 ag	NTR1 ag cell count 20 µM	T cell modulator	T cell modulator vesicle-bound %	Lipid droplet	Lipid droplet cells 6.5 µM	LYP inhibition
#31 COC(=O)c1ccccc1NC(=O)CSc1nc(-c2ccco2)cc(C(F)(F)F)n1
 : 0.2%	7%	-1%	-11%	2%	5.9	51	i	21	.	.	8%
#32 C[C@@H](C(=O)NCCCCCC(=O)O)n1nnc2ccccc2c1=O
 : -0.1%	10%	10%	4%	2%	0.5	47	i	58	3	339	-6%
#33 O=C1C2C3CCC(CC3)C2C(=O)N1c1ccccc1 (centres undefined)
 : 0.0%	6%	-2%	-6%	4%	0.9	52	i	63	7	864	-5%
#34 O=C(CN1CCN(Cc2ccccc2Cl)CC1)N/N=C/c1ccccn1
 : -0.1%	5%	10%	10%	-5%	0.2	57	i	34	-11	687	-4%
#35 COCc1ccc(C(=O)NC2CCCc3c2cnn3-c2ccc(C)c(C)c2)o1 (centres undefined)
 : 0.2%	10%	13%	7%	-4%	-0.7	42	i	26	61*	824*	-8%
#36 COc1ccc(C/C(N)=N/OC(=O)Cc2ccc(OC)c(OC)c2)cc1
 : 0.3%	-9%	3%	-11%	1%	-1.1	59	i	15	.	.	-8%
#37 CCCCCCSc1ccc([C@H]2N[C@@](Cc3ccccc3)(C(=O)OC)[C@H]3C(=O)N(C)C(=O)[C@@H]23)cc1
 : .	-1%	9%	.	.	8.2	64	i	27	.	.	.
#38 CCOc1cc(/C=N/NS(=O)(=O)c2ccc(OC)cc2)ccc1OCCN1CCOCC1
 : 0.0%	-14%	-8%	-18%	6%	-1.1	63	i	7	-8	580	-3%
#39 NS(=O)(=O)Cc1noc2ccccc12
 : 0.3%	5%&-5%	0%	-12%	-11%	0.7	60	i	47	15	805	-12%
#40 CCN(CC)CCn1c(NC(=O)c2ccc(C(F)(F)F)cc2)nc2ccccc21
 : -0.3%	0%	9%	-2%	2%	-2.1	94	i	53	1	655	2%

The line under a structure holds: GPR55 beta-arrestin	MgcRacGAP inhibition	SV40 large T antigen	GPR35 antagonists	GPR55 antagonists	NTR1 ag	NTR1 ag cell count 20 µM	T cell modulator	T cell modulator vesicle-bound %	Lipid droplet	Lipid droplet cells 6.5 µM	LYP inhibition
#41 CC(C)(C)c1cc[n+](C2=C([O-])c3ccccc3C(=O)/C2=N\S(=O)(=O)c2cccs2)cc1
 : 0.4%	.	24%	-4%	-28%	3.0	47	i	24	-13	623	-6%
#42 COc1c(C(=O)Nc2nccs2)ccc2ccccc12
 : 0.0%	11%	4%	-9%	-4%	-0.3	32	i	30	0	845	-5%
#43 Cc1ccc2cc(CN(CC3CCCO3)C(=O)C(C)C)c(=O)[nH]c2c1 (centres undefined)
 : -0.1%	4%	-1%	-3%	10%	0.3	85	i	43	-4	687	-8%
#44 CCOc1ccc(N2C(=O)CC(N(CCc3ccccc3)C(=O)/C=C/C(=O)O)C2=O)cc1 (centres undefined)
 : 0.1%	.	22%	6%	4%	0.8	47	i	64	26	676	-5%
#45 Cn1c(=O)c2c(ncn2CC(=O)N2CCN(c3ccc(F)cc3)CC2)n(C)c1=O
 : -0.1%	7%	9%	1%	25%	-1.2	61	i	36	18	740	-5%
#46 CCOC(=O)/C=C1\SCC(=O)N1Cc1nnc(-c2ccccc2Br)o1
 : 0.2%	9%	6%	-8%	9%	0.6	40	i	54	2	780	2%
#47 COCCNC(=O)Cn1cnc([N+](=O)[O-])n1
 : 1.4%	-16%	1%	-2%	8%	0.0	36	i	34	5	762	-6%
